# STAT3 activator = activators of IL-6 induced STAT3 signaling; U3A cells, IL-6 STAT3-luciferase reporter, luminescence; 100% = signal with IL-6 EC80 alone; activation (% of control), % at 5.6 µM; 0.91% of 190,000 active;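 active = activation above the screen-wide mean of compound activation plus 3 SD, cut at about 130% in these data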;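 also: 0% = background luminescence of wells with medium and substrate only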
#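 system = STAT3-luciferase reporter U3A cells | reagent = IL-6 stimulus at 33 ng/mL final | timing = 1 h compound pre-exposure, 6 h IL-6 stimulation, 37 °C | measured by = luminescence | evaluation = % activation versus median of IL-6-stimulated wells | control set = IL-6-only wells as 100% reference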
# SRC2 TRFRET art = flags TR-FRET format artefacts in PPARgamma SRC-2 recruitment agonist screen | TR-FRET artefact counter-screen; hits give high values | TR-FRET ratio at 8 µM | 0.4% of 200,000 active | AID 1049; in the data active = TR-FRET ratio above about 2000; also: inactives centre near 1500
# RAM network inh = yeast RAM network inhibition | S. cerevisiae dse1pr::URA3 reporter, 5-FOA growth OD615, 2 d; analog-sensitive cbk1-as2 kinase mutant strain | inhibition, % at 50 µM | 1.8% of 190,000 active;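 active = inhibition above a set limit, 3 SD over mean compound inhibition, cut at about 8.4% in these data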;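 also: 0% = DMSO-only wells with no growth and 100% = 10 µM 1-NA-PP1 full growth; inhibition rescues growth on 5-FOA so higher OD means more RAM inhibition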
# S1P3 antag = blocks the human S1P3 receptor; Q99500; CHO S1P3 NFAT-BLA reporter, FRET fluorescence, antagonist mode; inhibition, % at 4.98 µM; 0.27% of 170,000 active; AID 485;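 active = inhibition above the plate cutoff, the mean inhibition of test wells on that plate plus 3 SD, cut at about 28% in these data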;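 also: cells challenged with S1P at its EC80 of 0.8 µM; blue over green emission ratio from cleaved BLA substrate after 4 h stimulation; 0% = S1P-stimulated wells and 100% = unstimulated DMSO-only wells; some compounds past the cut are filed as inactive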
# Target sequence (Q99500 whole entry, looked up): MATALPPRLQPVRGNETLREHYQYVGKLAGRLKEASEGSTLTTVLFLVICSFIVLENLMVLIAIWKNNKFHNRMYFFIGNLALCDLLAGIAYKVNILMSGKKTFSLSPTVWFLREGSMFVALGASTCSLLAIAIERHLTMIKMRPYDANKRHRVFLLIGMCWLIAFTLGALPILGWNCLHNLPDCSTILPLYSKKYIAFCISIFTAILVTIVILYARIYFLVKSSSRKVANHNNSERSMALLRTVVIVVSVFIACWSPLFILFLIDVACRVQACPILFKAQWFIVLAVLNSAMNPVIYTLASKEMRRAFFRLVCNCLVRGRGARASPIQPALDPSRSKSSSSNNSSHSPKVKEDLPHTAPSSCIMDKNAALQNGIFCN
# ROMK primary = modulates human ROMK potassium channel activity; P48048; Tet-inducible ROMK, thallium flux fluorescence; actives lie on both sides; B-score at 10 µM; 2% of 130,000 active; AID 1918;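 active = signal ratio slope over the read window, or its plate-corrected B-score, at least 3 SD from the plate mean, either direction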;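 also: B-score of the F/F0 ratio slope over 7 to 12 s after thallium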
# Target sequence (P48048 whole entry, looked up): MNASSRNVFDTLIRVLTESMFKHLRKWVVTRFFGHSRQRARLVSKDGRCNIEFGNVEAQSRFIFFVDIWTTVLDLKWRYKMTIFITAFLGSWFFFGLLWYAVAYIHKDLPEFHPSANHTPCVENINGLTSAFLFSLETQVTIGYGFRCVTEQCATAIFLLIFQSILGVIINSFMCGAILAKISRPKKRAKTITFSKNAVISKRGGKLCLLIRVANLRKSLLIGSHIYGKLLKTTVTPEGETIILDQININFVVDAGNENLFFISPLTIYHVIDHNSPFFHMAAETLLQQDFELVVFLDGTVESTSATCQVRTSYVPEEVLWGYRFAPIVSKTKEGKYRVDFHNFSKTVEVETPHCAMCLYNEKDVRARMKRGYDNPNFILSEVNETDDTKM
# PPARg SRC-3 ag = agonists of human PPARgamma SRC-3 coactivator recruitment | biochemical PPARgamma/SRC-3 coactivator recruitment assay | 0.26% of 200,000 active | P37231 | activation, % at 8 µM; in the data active = activation above about 23%;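 also: 0% = DMSO and 100% = reference agonist; some compounds past the cut are filed as inactive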
# TLR4 MyD88 comp = TLR4-MyD88 interaction inhibition in cells; O00206+Q99836; AID 861; HeLa CL3-4 TLR4/MyD88 BLA complementation, FRET ratio; inhibition, % at 8.4 µM; 0.18% of 200,000 active; in the data active = inhibition above about 25%;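 also: 0% = vehicle and 100% = reference inhibitor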
# PPARg SRC1 recr = promotes SRC-1 coactivator recruitment by human PPARgamma. activation, % at 8 µM. 0.41% of 200,000 active. PPARgamma-SRC-1 coactivator recruitment biochemical assay. P37231; in the data active = activation above about 19%;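 also: 0% = DMSO and 100% = reference agonist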
# STAT3 inh = inhibitors of IL-6 induced STAT3 signaling; U3A cells, IL-6 STAT3-luciferase reporter, luminescence; host cell line lacks STAT1; inhibition, % at 5.5 µM; 0.89% of 190,000 active;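 active = inhibition above the mean inhibition across all screened compounds plus 3 SD, cut at about 44% in these data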;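 also: 0% = DMSO only wells and 100% = 100 µM nifuroxazide control wells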
# STAT1 blocker = inhibitors of IFN-gamma induced STAT1 signaling; NIH 3T3 STAT1-luciferase reporter, luminescence; inhibition, % at 5.5 µM; 0.35% of 200,000 active;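 active = inhibition above a set limit, the mean inhibition across all tested compounds plus 3 SD, cut at about 34% in these data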;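 also: 0% = IFN-gamma with DMSO and 100% = IFN-gamma with 300 µM nifuroxazide; values of inactives mirror those of a sister screen read the other way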
# PPARg SRC-2 ag = agonists of SRC-2 recruitment by human PPARgamma. AID 1032. 0.34% of 200,000 active. P37231. PPARgamma LBD-SRC-2 recruitment, biochemical. activation, % at 8 µM; in the data active = activation above about 22%;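 also: 0% = vehicle and 100% = reference agonist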
# The depositor's hits bear a star; / = no result given.
1) Cc1nc2c(C(=O)NCc3cccs3)cnn2c(C)c1Cc1ccc(F)cc1
2) CC1CCN(C(=O)C2CCN(S(=O)(=O)c3cccc4nsnc34)CC2)CC1
3) CC(=O)c1c(C)n(-c2ccc(N(C)C)cc2)c2ccc(OCC(N)=O)cc12
4) COc1ccc(OCC(=O)N2CC3(C)CC2CC(C)(C)C3)cc1 (stereo unspecified)
5) c1ccc2c(c1)nc1n2CN(Cc2ccc3c(c2)OCO3)CN1
6) COc1ccc(Nc2nnc(C)c(=O)[nH]2)cc1
7) CC(C)CCNC(=O)CN(CC1CCCO1)C(=O)CCC(=O)Nc1ccccn1 (stereo unspecified)
8) CCOc1ccccc1OCC(=O)N/N=C(\C)Cc1ccc(OC)cc1
screen / no.	1	2	3	4	5	6	7	8
STAT3 activator	99	97	97	95	104	99	105	112
SRC2 TRFRET art	1636	1662	1471	1481	1544	1603	1572	1529
RAM network inh	1.3	-0.1	2.0	0.3	0.1	2.2	4.2	-0.6
S1P3 antag	-23	-8	/	23	-3	/	-42	1
ROMK primary	-1.1	2	/	/	-0.58	0.76	/	0.79
PPARg SRC-3 ag	3	7	-10	6	-1	2	0	-3
TLR4 MyD88 comp	-16	-9	3	-2	-5	3	-2	-4
PPARg SRC1 recr	-5	7	6	2	9	5	-2	-8
STAT3 inh	2	14	10	10	0	7	-1	-13
STAT1 blocker	10	5	9	-1	-1	-6	0	-5
PPARg SRC-2 ag	9	5	-1	1	-4	7	-1	-4

9) CCc1nccn1-c1cc(C(C)(C)C)nc2c(-c3ccc(Cl)cc3)cnn12
10) O=C(COc1ccccc1)NC(=S)N1CCc2ccccc21
11) Cc1ccccc1N/C(=C(/C(Cl)=C(Cl)Cl)[N+](=O)[O-])n1nnc2ccccc21
12) O=C(CCNC(=O)Cn1cnc2ccccc2c1=O)NCC1CCCO1 (stereo unspecified)
13) O=C(Nc1nc(-c2ccccn2)cs1)c1ccc2c(c1)OCCO2
14) CCCCCCOc1ccc(C(=O)n2cnc(N)n2)cc1
15) CCc1c(C)nc(Nc2nc(C)c3cc(OC)ccc3n2)[nH]c1=O
16) Cc1cc(C)cc(NS(=O)(=O)c2ccc3c(c2)c(=O)n(C)c(=O)n3C)c1
screen / no.	9	10	11	12	13	14	15	16
STAT3 activator	103	92	108	97	/	94	84	76
SRC2 TRFRET art	1571	1530	1553	1631	1611	1565	1444	1656
RAM network inh	3.2	2.4	1.1	0.9	1.4	0.0	2.5	1.8
S1P3 antag	-7	-4	/	-8	-13	/	19	/
ROMK primary	/	1.1	0.054	-0.37	/	-0.48	0.48	-0.063
PPARg SRC-3 ag	-1	7	-4	-2	3	-6	-7	-11
TLR4 MyD88 comp	8	-18	-4	-5	1	-4	-11	2
PPARg SRC1 recr	-7	8	2	2	-11	1	1	4
STAT3 inh	0	7	-12	8	/	15	22	33
STAT1 blocker	-15	2	7	-2	-35	-10	-12	28
PPARg SRC-2 ag	5	7	-2	-6	2	1	1	0

17) COc1cccc2c(SCC(=O)N/N=C/c3ccccc3)cc(C)nc12
18) CNC(=O)CN1C(=O)CSc2ncccc21
19) Cc1ccc(CNC(=O)Cc2csc(Nc3nc(=S)[nH]c4ccccc34)n2)cc1
20) Cc1ccc(S(=O)(=O)NCC23C=CC(O2)C2C(=O)N(c4ccccc4)C(=O)C23)cc1 (stereo unspecified)
21) CCC(=O)Nc1ccc(N2CCCCC2)cc1
22) Cc1ccc(OCCN2CCCCCC2)c(C)c1
23) NC(=O)C1CCN(CC(=O)N2c3ccccc3CCc3ccccc32)CC1
24) CCOC(=O)c1c(C=O)c(C)n(Cc2ccc(Cl)cc2)c1C
screen / no.	17	18	19	20	21	22	23	24
STAT3 activator	94	101	141*	103	98	102	106	98
SRC2 TRFRET art	1770	1672	1449	1583	1783	1598	1588	1390
RAM network inh	-0.2	1.0	3.7	3.5	1.0	-0.8	-0.4	0.8
S1P3 antag	3	-29	/	/	/	18	-2	/
ROMK primary	1.7	/	/	0.039	0.47	/	/	-1.8
PPARg SRC-3 ag	3	4	20	-10	10	4	8	0
TLR4 MyD88 comp	2	10	-6	-21	-4	-7	-7	-11
PPARg SRC1 recr	3	1	2	-1	2	0	0	-1
STAT3 inh	10	4	-40	-4	7	4	-7	8
STAT1 blocker	13	-2	5	1	-6	-2	8	-6
PPARg SRC-2 ag	8	4	3	5	10	0	2	-1

25) CCOC(=O)c1nc(NNC(C)=O)sc1C
26) Cc1nc(-c2c(C(F)(F)F)noc2-c2ccc(O)cc2O)cs1
27) Cc1[nH]n(C(C)(C)C)c(=O)c1Sc1ccccc1
28) O=C(NNC(=O)c1ccccc1Br)c1ccccc1Cl
29) Cc1ccc(NC(=S)NCCO)c(C)c1
30) O=C(CNC(=O)c1ccncc1)N/N=C/c1cccc([N+](=O)[O-])c1
31) COc1ccc(NCC(=O)N/N=C/C=C\c2ccccc2)cc1
32) Cn1cccc1CNCc1ccccc1Cl
screen / no.	25	26	27	28	29	30	31	32
STAT3 activator	94	74	103	100	100	94	99	96
SRC2 TRFRET art	1617	1584	1686	1557	1518	1606	1708	1516
RAM network inh	2.3	0.0	-1.5	0.4	1.0	1.9	2.5	2.1
S1P3 antag	-30	/	-4	-14	/	-12	-1	/
ROMK primary	/	/	/	0.25	/	1.4	/	-1.1
PPARg SRC-3 ag	-1	5	9	0	-5	-3	3	-3
TLR4 MyD88 comp	6	2	2	3	3	6	5	9
PPARg SRC1 recr	7	7	12	2	1	-4	8	-6
STAT3 inh	11	35	2	5	9	13	1	10
STAT1 blocker	0	5	-6	-12	1	4	5	5
PPARg SRC-2 ag	13	5	7	-10	1	-2	10	-1

33) CCC(c1nnnn1Cc1ccc2c(c1)OCO2)N1CCN(c2ccc(F)cc2)CC1 (stereo unspecified)
34) O=C(Nc1ccc(-c2ccc([N+](=O)[O-])cc2)cc1)c1ccccc1F
35) Oc1ccccc1-c1nnc(COc2ccccc2)o1
36) CCOc1cc(/C=N/NC(=O)COc2cccc(C)c2)ccc1OC(=O)c1cccs1
37) C/C(=N\NC(=O)c1ccccc1)c1cc2cc([N+](=O)[O-])ccc2oc1=O
38) Cn1[nH]c(=O)c(Cl)c(Cl)c1=O
39) Cc1n[nH]c(C)c1S(=O)(=O)N1CCCC(C(=O)Nc2nccs2)C1 (stereo unspecified)
40) COc1ccccc1C(=O)NCC1(c2ccccc2)CCCC1
screen / no.	33	34	35	36	37	38	39	40
STAT3 activator	107	85	105	101	106	97	95	106
SRC2 TRFRET art	1414	1698	1675	1628	1426	1530	1521	1589
RAM network inh	1.4	1.4	2.5	0.3	-1.0	0.0	0.8	0.9
S1P3 antag	28	-6	9	/	-11	/	-2	10
ROMK primary	/	1	/	/	-2.9*	-0.55	/	0.086
PPARg SRC-3 ag	-2	8	-1	-3	-6	4	6	0
TLR4 MyD88 comp	10	-3	-10	-1	-3	2	1	11
PPARg SRC1 recr	-5	5	-5	0	0	4	12	2
STAT3 inh	-2	22	-1	4	-8	4	10	-5
STAT1 blocker	0	3	-1	1	-4	3	-3	0
PPARg SRC-2 ag	2	4	-6	5	-3	12	2	5

# Structures listed so far that have an aryl methoxy group (seven):
4) COc1ccc(OCC(=O)N2CC3(C)CC2CC(C)(C)C3)cc1 (stereo unspecified)
6) COc1ccc(Nc2nnc(C)c(=O)[nH]2)cc1
8) CCOc1ccccc1OCC(=O)N/N=C(\C)Cc1ccc(OC)cc1
15) CCc1c(C)nc(Nc2nc(C)c3cc(OC)ccc3n2)[nH]c1=O
17) COc1cccc2c(SCC(=O)N/N=C/c3ccccc3)cc(C)nc12
31) COc1ccc(NCC(=O)N/N=C/C=C\c2ccccc2)cc1
40) COc1ccccc1C(=O)NCC1(c2ccccc2)CCCC1
screen / no.	4	6	8	15	17	31	40
STAT3 activator	95	99	112	84	94	99	106
SRC2 TRFRET art	1481	1603	1529	1444	1770	1708	1589
RAM network inh	0.3	2.2	-0.6	2.5	-0.2	2.5	0.9
S1P3 antag	23	/	1	19	3	-1	10
ROMK primary	/	0.76	0.79	0.48	1.7	/	0.086
PPARg SRC-3 ag	6	2	-3	-7	3	3	0
TLR4 MyD88 comp	-2	3	-4	-11	2	5	11
PPARg SRC1 recr	2	5	-8	1	3	8	2
STAT3 inh	10	7	-13	22	10	1	-5
STAT1 blocker	-1	-6	-5	-12	13	5	0
PPARg SRC-2 ag	1	7	-4	1	8	10	5

# (continued)
41) O=C(Nc1cnn(Cc2ccc(Cl)c(Cl)c2)c1)C12CC3CC(CC(C3)C1)C2
42) COc1ccccc1NC(=O)/C=C/c1ccc(OC)c(S(=O)(=O)N2CCOCC2)c1
43) CC(C)N1C(=O)S/C(=C/c2cccnc2)C1=O
44) Cc1cc(=O)[nH]c(/N=C(/NC(=O)c2ccccc2)Nc2ccc3c(c2)OCCO3)n1
45) CC(=O)c1c(O)c2ccccc2n(C2CCCCC2)c1=O
46) CC(=O)Nc1cccc(NC(=O)C2CCCN2C(=O)Nc2ccc(C)cc2)c1 (stereo unspecified)
47) O=C(CC(=O)NC1CCCCC1)N/N=C/c1ccccc1Cl
48) O=S(=O)(c1ccc(NC2CCCCC2)cc1)N1CCOCC1
49) CC1(C)C2CCC1(C)C(NC(=O)/C=C/c1ccccc1)C2 (stereo unspecified)
screen / no.	41	42	43	44	45	46	47	48	49
STAT3 activator	104	104	97	95	114	100	99	86	111
SRC2 TRFRET art	1590	1893	1668	1483	1677	1481	1664	1388	1664
RAM network inh	3.5	0.1	0.0	/	6.5	1.1	0.9	2.1	1.9
S1P3 antag	/	-8	/	15	12	/	-16	30	-12
ROMK primary	/	-0.3	/	/	0.16	/	-0.034	/	0.084
PPARg SRC-3 ag	-4	2	4	4	7	-15	4	3	0
TLR4 MyD88 comp	1	-5	-6	-8	-1	8	-10	-8	0
PPARg SRC1 recr	-6	6	0	0	4	-3	9	7	3
STAT3 inh	-5	-4	15	6	-2	4	-1	18	-11
STAT1 blocker	2	-3	7	2	3	-4	5	6	-3
PPARg SRC-2 ag	-3	11	11	7	1	3	4	8	-6
